# USP1-UAF1 inh: blocks the human USP1/UAF1 deubiquitinase complex; O94782; recombinant USP1/UAF1, Ub-Rhodamine cleavage fluorescence; Potency, µM (top dose mostly 57.1 µM), inactives show top-dose activity change, negative = inhibition, hits mostly inhibitors; actives 0.23% (n = 390,000); AID 743255; further: on the % scale 0 is the no-effect control and ±100 the full control effect; nearly all actives have a fitted effect of over 60% in size; inactives centre near -12
#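 USP1/UAF1 complex (1 nM) preincubated 15 min at room temperature with compound, then Ub-Rho substrate (150 nM final) added. Kinetic fluorescence at 480/540 nm over 6 reads at 60 s intervals; 50 mM HEPES pH 7.8, 0.5 mM EDTA, 0.1 mg/ml BSA, 1 mM TCEP, 0.01% Tween-20.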
# TrxR1 inh: blocks rat thioredoxin reductase 1 | O89049 | recombinant rTrxR1, NADPH fluorescence consumption, selenite substrate | Potency, µM (series often up to 114 µM), without a hit: top-dose activity change, negative = inhibition, usual class: inhibitors | actives 1% (n = 390,000); further: on the % scale 0 is the no-effect control and ±100 the full control effect; nearly all actives have a fitted effect of over 65% in size
#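 Rat TrxR1 (90 nM in the dispensed reagent) was pre-reduced with 400 uM NADPH for 5 min at room temperature, then incubated with compound for 15 min. After 400 uM selenite was added, NADPH fluorescence (Ex 340/Em 450 nm) was followed for 8 min.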
# RGS4 inhibitor: blocks human RGS4-accelerated GTP hydrolysis; P49798; Transcreener GDP fluorescence polarization, RGS4-accelerated GTP hydrolysis; Potency, µM (doses to about 114 µM), for inactives: at the highest dose activity change, negative = inhibition, most hits filed as inhibitors; actives 0.039% (n = 390,000); further: on the % scale 0 is the no-effect control and ±100 the full control effect; nearly all actives have a fitted effect of over 75% in size; some results filed as inactive show a strong effect at the top dose
#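 MLSMR compounds (23 nl, pin-transferred) preincubated 10 min at room temperature with a 500nM (2x) first reagent, then RGS4 at 900nM (2x) plus Transcreener GDP mix added; fluorescence polarization (620/688 nm) read before and after 90 min at 30 °C.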
# 12-LOX inh: blocks human arachidonate 12S-lipoxygenase. actives 1.1% (n = 580,000). Potency, µM (top dose mostly 108 µM), for inactives: at the top dose activity change, negative = inhibition, hits mostly inhibitors. P18054. purified 12hLO, xylenol orange hydroperoxide absorbance; further: on the % scale 0 is the no-effect control and ±100 the full control effect
#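 Purified human 12hLO at 150 nM in 25 mM Hepes, 0.01% Triton X-100, pH 7.0, preincubated 15 min at room temperature with compound. Reaction started with 40 uM arachidonic acid, 30 min at room temperature. Hydroperoxide measured by Fe-xylenol orange, 573/405 nm absorbance ratio.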
# RXFP1 ag: RXFP1 (human) receptor agonism. HEK293T-RXFP1 cAMP TR-FRET, 30 min; response scale: percent of porcine relaxin response, buffer zero. Potency, µM (top dose mostly 57.5 µM), for the others: at the top dose activation, most hits filed as activators. actives 0.3% (n = 370,000); further: on the % scale 0 is the no-effect control and ±100 the full control effect; nearly all actives have a fitted effect of over 60% in size; many of its hits are not listed in these tables
# Target sequence (Q9HBX9 whole entry, looked up): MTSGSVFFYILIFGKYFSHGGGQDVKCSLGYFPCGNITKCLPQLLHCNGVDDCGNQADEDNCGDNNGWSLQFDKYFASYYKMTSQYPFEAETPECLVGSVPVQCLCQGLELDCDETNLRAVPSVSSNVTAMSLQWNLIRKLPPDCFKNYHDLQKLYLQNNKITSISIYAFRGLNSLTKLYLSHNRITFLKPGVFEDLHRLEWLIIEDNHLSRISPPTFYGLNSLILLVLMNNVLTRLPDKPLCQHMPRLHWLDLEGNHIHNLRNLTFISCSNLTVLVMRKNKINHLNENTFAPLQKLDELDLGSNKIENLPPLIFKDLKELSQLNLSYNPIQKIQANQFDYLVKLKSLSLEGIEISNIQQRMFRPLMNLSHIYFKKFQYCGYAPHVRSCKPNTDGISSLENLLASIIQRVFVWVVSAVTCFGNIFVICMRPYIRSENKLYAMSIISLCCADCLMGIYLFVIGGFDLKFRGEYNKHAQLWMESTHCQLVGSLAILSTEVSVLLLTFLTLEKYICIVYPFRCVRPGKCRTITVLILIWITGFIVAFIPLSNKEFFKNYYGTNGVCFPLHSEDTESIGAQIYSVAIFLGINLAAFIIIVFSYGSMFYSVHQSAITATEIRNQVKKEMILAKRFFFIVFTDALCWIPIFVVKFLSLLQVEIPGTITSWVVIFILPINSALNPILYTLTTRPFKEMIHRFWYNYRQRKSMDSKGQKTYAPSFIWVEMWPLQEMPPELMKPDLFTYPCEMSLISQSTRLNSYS
#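 cAMP rise read by TR-FRET after 30 min, 37C compound exposure (up to 58 uM) in RXFP1-transfected HEK293 cells with Ro 20174 present. EC50 from Hill-equation fits, with 29 nM porcine relaxin as 100% and buffer as basal.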
# TrxR1 substrate: is turned over as a substrate by rat TrxR1; O89049; purified TrxR1 substrate turnover, NADPH consumption readout; Potency, µM (doses to about 114 µM), inactives show at the highest dose activity change, negative = substrate turnover; actives 0.01% (n = 390,000); further: on the % scale 0 is the no-effect control and ±100 the full control effect; nearly all actives have a fitted effect of over 50% in size
#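 Rat TrxR1, dispensed at 90 nM, was prereduced with 400 uM NADPH (final) for 5 min at ~22 deg C, then incubated with compound 15 min before 400 uM selenite. A first-read NADPH fluorescence drop versus no-compound background flagged substrates.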
# Vif-A3G inh: blocks the Vif interaction with human APOBEC3G; AID 602310; HeLa A3G-eYFP + Vif (tagged APOBEC3G with the HIV-1 protein that degrades it), YFP fluorescence, overnight; Q9HC16; actives 0.076% (n = 410,000); Potency, µM (top dose mostly 46.1 µM), inactives show at the top dose activity, negative = active, usual class: inhibitors;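 further: on the % scale 0 is the no-effect control and ±100 the full control effect; nearly all actives have a fitted effect of over 60% in size; hits raise eYFP signal because A3G escapes Vif-driven loss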
# Target sequence (Q9HC16 whole entry, looked up): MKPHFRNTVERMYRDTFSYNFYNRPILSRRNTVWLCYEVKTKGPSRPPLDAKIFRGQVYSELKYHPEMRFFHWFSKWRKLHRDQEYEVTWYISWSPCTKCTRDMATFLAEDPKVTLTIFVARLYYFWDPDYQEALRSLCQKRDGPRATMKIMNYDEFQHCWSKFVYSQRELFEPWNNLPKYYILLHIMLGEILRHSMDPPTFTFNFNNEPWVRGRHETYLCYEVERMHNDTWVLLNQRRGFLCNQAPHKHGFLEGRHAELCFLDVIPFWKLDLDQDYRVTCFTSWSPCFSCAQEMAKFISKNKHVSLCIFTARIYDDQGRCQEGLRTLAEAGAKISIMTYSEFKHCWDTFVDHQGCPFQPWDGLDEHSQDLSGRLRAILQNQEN
#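 Read-out is eYFP fluorescence (Ex 488/Em 500-530) from Vif-expressing HeLa A3G-eYFP cells; more signal means A3G escaped Vif-mediated degradation. Cells plated overnight, compound pinned in, incubated overnight at 37 deg C.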
# Vif-A3F inh: Vif-A3F binding inhibition. Potency, µM (doses to about 46.1 µM), for inactives: at the top dose activity, negative = active. actives 0.2% (n = 390,000). AID 602313. HeLa A3F-eYFP + Vif (tagged APOBEC3F with the HIV-1 protein that degrades it), YFP fluorescence increase; further: % of control where 0% means no effect; nearly all actives have a fitted effect of over 65% in size
#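 Fluorescence increase (Ex 488/Em 500-530) after overnight compound treatment at 37 deg C flags inhibition of Vif-driven A3F-eYFP loss in stable HeLa A3F-eYFP/Vif cells seeded overnight beforehand.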
# mIDH1 inhibitor: inhibitors of human mutant IDH1 R132H; Potency, µM (doses to about 76.6 µM), inactives show top-dose activity change, negative = inhibition, hits mostly inhibitors; actives 0.093% (n = 390,000); O75874; IDH1-R132H enzyme, NADPH consumption, diaphorase/resazurin fluorescence; further: on the % scale 0 is the no-effect control and ±100 the full control effect; nearly all actives have a fitted effect of over 65% in size
#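 IDH1-R132H (0.5 ug/mL) preincubated 30 min with compound, then NADPH (0.016 mM) and alpha-KG (2 mM) added; 80 min at RT, pH 7.5. Remaining NADPH coupled via diaphorase/resazurin to fluorescence (540/590 nm); concentration-response curves normalized to no-enzyme control.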
# * hit, by the source's call; i = inactive; ? = inconclusive; · = not tested or not shown; & = joins results of further samples; [ ] = another dose, or the depositor's remark. The call rests on the fitted dose curve; in most records, active means well fitted curve in the direction sought with a large enough effect; inconclusive means small, poorly fitted or top-dose-only effect, or another doubt; inactive means no such curve, though single readings can be large; an effect the other way counts as inactive or inconclusive. Potency means the concentration at half of the fitted maximal effect.
SMILES,USP1-UAF1 inh,TrxR1 inh,RGS4 inhibitor,12-LOX inh,RXFP1 ag,TrxR1 substrate,Vif-A3G inh,Vif-A3F inh,mIDH1 inhibitor
O=C1N(Cc2ccccc2Cl)c2ccccc2C1(O)c1c[nH]c2ccccc12 (stereo not given),-32%,9%,-7%,?,1.3%,6%[11.4 µM],-10%,-10%,5%
COc1cc(NS(=O)(=O)c2ccc(N/C=C(\C#N)c3nc4cc(Cl)ccc4o3)cc2)nc(OC)n1,?,-15%,2%,?,0.8%,-17%,-12%,?,?
CS(=O)(=O)N1N=C(c2cccs2)CC1c1ccccc1O (stereo not given),-11%,12%[57.1 µM],-39%,?,2.3%,-2%[57.1 µM],-12%,?,16%
CC1(C)CC(=O)C=C(c2ccc3[nH]ccc3c2)C1,-19%,-1%,5%,?,·,-14%,0%,-1%,1%
O=C(O)c1csc(-n2nc(-c3ccccc3)cc2C(F)(F)F)n1,-3%,13%,15%,-16%,13%,31%[activator],1%,9%,-3%
CC1CCCCN1Cc1c(O)ccc2c(=O)c(-c3ccccc3Cl)c(C(F)(F)F)oc12 (stereo not given),-17%,8%,9%,-3%,5.6%,-1%,3%,4%,-11%
Cc1ccc(C2SCCN2C(=O)c2ccc([N+](=O)[O-])cc2)cc1 (stereo not given),-10%,-5%,18%,-24%,-3.8%,-11%,0%,7%,4%
Cc1ccc(S(=O)(=O)N2CCN(c3nc(-c4cccs4)nc4ccccc34)CC2)cc1,·,0%&23%&13%,1%&3%&5%,-5%,·,7%&11%&1%,0%&3%,·,·
CCOc1cccc2sc(NN)nc12,-9%,33%[57.1 µM],-38%,?,3.5%,13%[57.1 µM],-2%,-24%,6%
CCOC(=O)C(Oc1ccc2c(-c3ccccc3)cc(=O)oc2c1C)c1ccccc1 (stereo not given),-19%,14%[57.1 µM],2%,-19%,-0.4%,5%[57.1 µM],0%,0%,4%
CCOC(=O)C1CCN(C(=O)Nc2ccc3c(c2)nc(C)n3C)CC1,-8%,12%,-1%,-12%,2.6%,6%,1%,2%,1%
C/C=C/c1ccc2c(c1)O[C@H](CN(C)C(=O)NC1CCCC1)[C@H](C)CN([C@H](C)CO)S2(=O)=O,5%,·,·,1%,·,·,-7%,-7%,-7%
O=C(Nc1ccccc1)N1N=CCC1c1ccccc1 (stereo not given),-21%,9%[57.1 µM],-1%,12%,0.3%,10%[57.1 µM],-4%,1%,2%
Cc1nc2ccccc2nc(C)c1=NOCc1cccc(F)c1,-13%,8%[57.1 µM],35%,434%[activator],1.6%,9%[57.1 µM],-1%,-3%,7%
O=c1c2nccnc2[nH]c(=S)n1Cc1ccccc1,-17%,22%,-29%,-28%,13%,13%,-13%,-7%,4%
COc1ccc(CCNc2oc(-c3ccc(OC)c(OC)c3)nc2C#N)cc1,-15%,64%[activator],14%,-15%,10%,179%[activator],2%,-11%,5%
CC(=O)c1c(C)[nH]c(C(=O)OCC(=O)Nc2cc(C(F)(F)F)ccc2N2CCOCC2)c1C,-16%,8%,-33%,i,3.6%,-3%,?,-12%,13%
COc1ccc(-c2ccc(CCC(=O)O)n2-c2ccccc2C(F)(F)F)cc1,-23%,-12%,9%,-20%,-0.2%,7%[11.4 µM],-29%,4%,6%
CC(=O)Nc1ccc(S(=O)(=O)NNC(=O)COc2cccc(C)c2)cc1,-4%,57%,-30%,?,2.1%,8%[57.1 µM],1%,-1%,2%
CCN(C(=O)c1cccnc1)c1ccccc1,3%,-3%,10%,10%,2.0%,-1%,1%,·,-4%
CCOC(=O)c1c(C)[nH]sc1=S,-4%,-22%,-32%,?,25µM*,-3%,1%,-15%,0%
CCOc1ccc(S(=O)(=O)n2cnc3cc(C)c(C)cc32)cc1,-16%,39%[activator],-19%,-25%[57.4 µM],-0.1%,12%,?,-10%,1%
O=C(NC(=S)Nc1cccc2ncccc12)c1cccs1,-23%,?,-43%,-18%,7.6%,-6%,-1%,-10%,5%
Cc1cc(C(=O)CSc2nc3ccccc3n2CCC#N)c(C)n1Cc1cccs1,-17%,3%,-33%,0%,2.0%,9%,-11%,4%,6%
CCOc1ccc(NS(=O)(=O)c2ccc(C(=O)NCC3CCCO3)cc2)cc1 (stereo not given),-13%,·,·,-25%,·,·,9%,-3%,-5%
COC(=O)c1c(N2C(=O)[C@H]3[C@@H](C2=O)[C@]2(C(=O)Nc4c(C)cccc42)N2CCC[C@@H]32)sc(C)c1C,-22%,-9%,-43%,?,1.5%,-5%,?,?,1%
Cc1ccc(S(=O)(=O)N2CCOCC2)cc1NC(=O)COc1cccc(Oc2ccccc2)c1,-12%,3%,-16%,-17%,0.4%,-12%,1%,3%,5%
COc1cc2c(cc1NC(=O)COC(=O)[C@@H](NC(=O)c1ccccc1F)C(C)C)oc1ccccc12,-18%,-2%,-24%,-28%,0.6%,2%,-1%,0%,1%
CCC(C)Nc1ncnc2c1cnn2-c1ccc(F)cc1 (stereo not given),-22%,10%[57.1 µM],13%,3%,0.5%,4%[57.1 µM],-1%,6%,35%
CCc1[nH]nc(C(=O)N2CCCC(C(=O)c3cccc(OC(C)C)c3)C2)c1C (stereo not given),-10%,18%,-21%,-33%,3.3%,10%,0%,1%,1%

# Some of the entries so far, with each value named:
> CCOC(=O)c1c(C)[nH]sc1=S
  USP1-UAF1 inh = -4%
  TrxR1 inh = -22%
  RGS4 inhibitor = -32%
  12-LOX inh = ?
  RXFP1 ag = 25µM*
  TrxR1 substrate = -3%
  Vif-A3G inh = 1%
  Vif-A3F inh = -15%
  mIDH1 inhibitor = 0%
> CCOc1ccc(S(=O)(=O)n2cnc3cc(C)c(C)cc32)cc1
  USP1-UAF1 inh = -16%
  TrxR1 inh = 39%[activator]
  RGS4 inhibitor = -19%
  12-LOX inh = -25%[57.4 µM]
  RXFP1 ag = -0.1%
  TrxR1 substrate = 12%
  Vif-A3G inh = ?
  Vif-A3F inh = -10%
  mIDH1 inhibitor = 1%
> O=C(NC(=S)Nc1cccc2ncccc12)c1cccs1
  USP1-UAF1 inh = -23%
  TrxR1 inh = ?
  RGS4 inhibitor = -43%
  12-LOX inh = -18%
  RXFP1 ag = 7.6%
  TrxR1 substrate = -6%
  Vif-A3G inh = -1%
  Vif-A3F inh = -10%
  mIDH1 inhibitor = 5%

# Additional structures follow:
SMILES,USP1-UAF1 inh,TrxR1 inh,RGS4 inhibitor,12-LOX inh,RXFP1 ag,TrxR1 substrate,Vif-A3G inh,Vif-A3F inh,mIDH1 inhibitor
CN(CC(=O)Nc1ccc(F)cc1)C(=O)COC(=O)c1cc(Br)c(Br)s1,-16%,11%,-18%,-7%,·,-10%,0%,5%,3%
COc1ccc(C23CC4CC(CC(C4)C2)C3)cc1C(=O)NCCN(C)C,-5%,30%,15%,?,2.8%,4%,6%,-15%,4%
CCC(Sc1nnnn1-c1ccccc1)C(=O)NC(C)c1ccccc1 (stereo not given),-8%,6%,6%,17%,0.9%,2%,1%,-3%,8%
Cc1cccc(CSc2nnc3[nH]c(=O)cc(-c4ccccc4)n23)c1,11%,3%[57.1 µM],-19%,-26%&5%,7.2%,4%[57.1 µM],8%,-2%,-1%
Cc1cnn(C(=O)Cn2nc(C(F)F)c(Br)c2C)c1,-7%,-12%[57.1 µM],-3%,?,0.4%,-9%[57.1 µM],4%,5%,1%
CC(C)N(C(=O)C1CC(=O)OC12CCCCC2)C(C)C (stereo not given),-4%,-1%,-23%,-19%,1.6%,2%,0%,1%,9%
Cc1ccc(/C=C2\SC(=S)N(CCCC(=O)NC3CCCC3)C2=O)cc1,-1%,0%,9%,497%[activator],-5.2%,-1%,-1%,-4%,-1%
O=C(O)c1cc(=O)c2cc(Cl)ccc2o1,-16%,11%[57.1 µM],11%,?,2.3%,-9%,1%,0%,1%
Oc1ccc(Nc2nc(-c3ccc(Cl)cc3)nc3ccccc23)cc1,-36%,14%,5%,-25%,3.0%,8%,-6%,·,·
CCOC(=O)c1ccc(NC(=O)c2n[nH]c(=O)c3ccccc23)cc1,-12%,5%[57.1 µM],-15%,-10%,-0.7%,3%[57.1 µM],-8%,-2%,2%
Cc1c(Cl)cccc1NC(=O)Nc1nnc(N2CCCCCC2)s1,-11%,7%,4%,-19%,-3.4%,-4%,-5%,1%,-7%
COc1cc(OC)cc(-c2nc(-c3ccc(Br)cc3)no2)c1,-4%,11%,-10%,1%,4.0%,-4%,-6%,1%,3%
CC(=O)N(C)c1ccc(NC(=O)Nc2cccc3ccccc23)cc1,?,3%,15%,-2%,-1.7%,0%,1%,-13%,-12%
O=C(c1cnn(-c2ccccc2)c1)c1ccccc1O,-6%,-47%,13%,-11%,-1.6%,5%[57.1 µM],-4%,0%,10%

# Part of the list above, set out differently.
# Every second line gives: USP1-UAF1 inh | TrxR1 inh | RGS4 inhibitor | 12-LOX inh | RXFP1 ag | TrxR1 substrate | Vif-A3G inh | Vif-A3F inh | mIDH1 inhibitor
> CC(=O)N(C)c1ccc(NC(=O)Nc2cccc3ccccc23)cc1
    ? | 3% | 15% | -2% | -1.7% | 0% | 1% | -13% | -12%
> O=C(c1cnn(-c2ccccc2)c1)c1ccccc1O
    -6% | -47% | 13% | -11% | -1.6% | 5%[57.1 µM] | -4% | 0% | 10%

# Screening results from PubChem.

# This is a subset; the hit share may differ from the screen's.
